# Bioassay records deposited in PubChem BioAssay by Fisher Drug Discovery Resource Center.
# mcGAS RapidFire: mouse cGAS inhibition by mass spec | 130,000 tested, 0.18% active | AID 1259397 | recombinant mouse cGAS, cGAMP by RapidFire MS | inhibition, % at 12.5 µM;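 active = inhibition of cGAS enzyme activity at or above 60%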;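 also: enzyme stimulated by 45 bp dsDNA with ATP and GTP substrates; cGAMP share of summed cGAMP plus half ATP and half GTP signals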
# Target sequence (Q8C6L5 whole entry, looked up): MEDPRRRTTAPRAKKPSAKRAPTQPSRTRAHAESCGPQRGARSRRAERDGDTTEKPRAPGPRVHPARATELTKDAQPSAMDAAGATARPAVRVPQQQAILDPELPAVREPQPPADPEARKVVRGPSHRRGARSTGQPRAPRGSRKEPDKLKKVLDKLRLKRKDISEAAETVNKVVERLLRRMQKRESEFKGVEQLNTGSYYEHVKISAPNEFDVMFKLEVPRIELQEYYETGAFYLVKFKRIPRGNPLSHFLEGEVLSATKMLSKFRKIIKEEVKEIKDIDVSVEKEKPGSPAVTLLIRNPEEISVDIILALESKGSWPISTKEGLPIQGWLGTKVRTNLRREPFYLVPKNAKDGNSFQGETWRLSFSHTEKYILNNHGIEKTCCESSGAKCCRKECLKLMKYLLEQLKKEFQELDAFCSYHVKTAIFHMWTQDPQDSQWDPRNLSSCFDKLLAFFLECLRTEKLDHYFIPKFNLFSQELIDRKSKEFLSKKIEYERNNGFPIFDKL
# An asterisk follows results filed as active; & = joins results of further samples. Some of the compounds tested. The share of hits here may be higher or lower than overall.
# Sample of the layout (two entries):
structure,mcGAS RapidFire
Cc1nn(-c2ccccc2)c(C)c1P(=S)(N1CCCC1)C(C)(C)C (centres undefined),-6.7
CC1[C@H](C)OC(=O)CC(O)CC(O)CC(O)CCC(O)C(O)C[C@]2(O)CC(O)C(C(=O)O)C(CC(OC3O[C@H](C)[C@@H](O)[C@H](N)[C@@H]3O)C=C/C=C/C=C/C=C/CC/C=C/C=C/[C@H](C)[C@H]1O)O2 (some centres undefined),1.9&4.2

# The list itself, from the first entry:
structure,mcGAS RapidFire
Cc1nn(-c2ccccc2)c(C)c1P(=S)(N1CCCC1)C(C)(C)C (centres undefined),-6.7
CC1[C@H](C)OC(=O)CC(O)CC(O)CC(O)CCC(O)C(O)C[C@]2(O)CC(O)C(C(=O)O)C(CC(OC3O[C@H](C)[C@@H](O)[C@H](N)[C@@H]3O)C=C/C=C/C=C/C=C/CC/C=C/C=C/[C@H](C)[C@H]1O)O2 (some centres undefined),1.9&4.2
CC(=O)OC1(c2ccc(C)cc2)CN2CCC1c1ccccc12 (centres undefined),-27.3
Cn1c(=O)c2cc(S(=O)(=O)N3CC4CC(C3)c3cccc(=O)n3C4)ccc2n(C)c1=O (centres undefined),-4.9
CCC(Oc1ccc(Cl)cc1)C(=O)OC1CC2CCC(C1)N2C (centres undefined),-18.0
CN1C(=O)C2(CCN(CCS(=O)(=O)c3ccccc3)CC2)c2ccccc21,-35.1
Cc1cc(Cl)ccc1C(=O)C1CCCN(C2CSCCSC2)C1 (centres undefined),-1.1
COc1cccc(CN(C)C(C)Cc2ccccn2)c1O (centres undefined),-28.1
CN1CCN(CCCN2c3ccccc3Sc3ccc(Cl)cc32)CC1,-1.4&4.8&17.8&30.8
O=c1[nH]c2ccccc2n1CCCN1CCC(n2c(=O)[nH]c3cc(Cl)ccc32)CC1,-17.3&11.6
CC1CCCCN1Cc1ccc(Cl)nc1 (centres undefined),-0.9
CC(C(=O)NCc1cc(C(C)(C)C)n[nH]1)N1CCCC1=O (centres undefined),-5.5
CN(C(=O)[C@@H](N)Cc1cnc[nH]1)C1Cc2ccccc2C1,-7.5
Cc1csc(C2(NCC3CCCC3)CCCC2)n1,-2.6
CC1CC2(O)c3no[n+]([O-])c3CCC2N1O (centres undefined),-35.0
CN1C(=C2C=NN(c3ccccc3)P2(=S)N2CCCC2)C(C)(C)c2ccccc21 (centres undefined),-37.2
ClC1=C(Cl)C2(Cl)C3C(Cl)C=CC3C1(Cl)C2(Cl)Cl (centres undefined),-12.3
C(#CCN1CCOCC1)COCC#Cc1ccccc1,-8.3
Cc1cc([N+](=O)[O-])ccc1NC(=O)c1cccn(Cc2cccc(C(F)(F)F)c2)c1=O,-5.1
CC(C)OP1(=S)C2=C(N3CCCC3)CCCC2=NN1c1ccccc1 (centres undefined),46.7
O=C1Nc2cc(Cl)c(Cl)cc2N2CCNCC12 (centres undefined),-5.3
C[C@H](N)Cn1ccc2cc(F)c(Cl)cc21,-12.4
Cc1ccc(F)cc1-c1cccc(CCN)c1,-1.9
CC(C)(C)CC(=O)NC1CCSC1=O (centres undefined),4.1
O=[N+]([O-])c1ccccc1C=NNP(=S)(c1ccccc1)c1ccccc1,-11.8
Oc1ccc(C=NNP(=S)(c2ccccc2)c2ccccc2)cc1,-11.0
CC(C)=CCC12CN3CCN(CC(C3)C1O)C2 (centres undefined),-1.3
CCCc1nc(C)cc(N2[C@H]3CCNC[C@@H]2CC3)n1,-12.4
COc1ccc2c(c1)c(C(=O)NCc1snnc1C(C)C)c(C)n2C,-7.3
Cc1nnnn1CCCN1CCC2(CC1)C(=O)Nc1ccccc12,-19.8
CN1C(=C2C=NN(C)P2(=S)N2CCOCC2)C(C)(C)c2ccccc21 (centres undefined),48.2
S=P(NN=Cc1cccnc1)(c1ccccc1)c1ccccc1,-14.1
CCOCCSc1nc2ccccc2c(=O)n1-c1ccc(F)cc1F,20.4
COc1cccc(CC(C)NC(=O)NCC2CCCC2O)c1 (centres undefined),-5.1
CC(=NNP(=S)(c1ccccc1)c1ccccc1)c1ccc(C#N)cc1,-7.8
Fc1cc(C2NCc3ccccc3-n3cccc32)cc(F)c1F (centres undefined),-7.4
Cc1ccnc(CC(C)N(C)CC(C)(C)CN2CCOCC2)c1 (centres undefined),-6.9
CNC(C)c1nc2ccccc2c(=O)n1-c1cccc(C)c1 (centres undefined),-7.1
CC1=C2CCC3C(CC[C@]4(C)C(=O)CCC34)[C@@]2(C)CCC1=O (some centres undefined),-12.9
Cc1noc(C)c1CC(=O)N1CCN(CC2CCCO2)CC1 (centres undefined),-8.2
O=[N+]([O-])c1cccc(NP(=O)(Oc2ccccc2)Oc2ccccc2)c1,-13.0
N#CC1(c2ccccc2)CCN(C(=O)c2ccc(Cc3ccccc3)o2)CC1,1.2
CN(C)c1ccc(P(=S)(N(C)C)N(C)C)cc1,-23.6

# Already shown: entries from further up.
structure,mcGAS RapidFire
O=[N+]([O-])c1ccccc1C=NNP(=S)(c1ccccc1)c1ccccc1,-11.8
Oc1ccc(C=NNP(=S)(c2ccccc2)c2ccccc2)cc1,-11.0
CC(C)=CCC12CN3CCN(CC(C3)C1O)C2 (centres undefined),-1.3
CCCc1nc(C)cc(N2[C@H]3CCNC[C@@H]2CC3)n1,-12.4
COc1ccc2c(c1)c(C(=O)NCc1snnc1C(C)C)c(C)n2C,-7.3
Cc1nnnn1CCCN1CCC2(CC1)C(=O)Nc1ccccc12,-19.8
CN1C(=C2C=NN(C)P2(=S)N2CCOCC2)C(C)(C)c2ccccc21 (centres undefined),48.2
S=P(NN=Cc1cccnc1)(c1ccccc1)c1ccccc1,-14.1
CCOCCSc1nc2ccccc2c(=O)n1-c1ccc(F)cc1F,20.4
COc1cccc(CC(C)NC(=O)NCC2CCCC2O)c1 (centres undefined),-5.1
CC(=NNP(=S)(c1ccccc1)c1ccccc1)c1ccc(C#N)cc1,-7.8
Fc1cc(C2NCc3ccccc3-n3cccc32)cc(F)c1F (centres undefined),-7.4
Cc1ccnc(CC(C)N(C)CC(C)(C)CN2CCOCC2)c1 (centres undefined),-6.9
CNC(C)c1nc2ccccc2c(=O)n1-c1cccc(C)c1 (centres undefined),-7.1
CC1=C2CCC3C(CC[C@]4(C)C(=O)CCC34)[C@@]2(C)CCC1=O (some centres undefined),-12.9
Cc1noc(C)c1CC(=O)N1CCN(CC2CCCO2)CC1 (centres undefined),-8.2
